procasp3 activ = activators of human procaspase-3. P42574. recombinant procaspase-3 D3A, Ac-DEVD-pNA absorbance 405 nm. activation, % at 8.5 µM. actives 0.11% (n = 330,000). AID 463141;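 active = activation above the mean of all tested compounds plus 3 SD, cut at about 21% in these data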;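 note: 0% = DMSO alone and 100% = DMSO wells spiked with extra 5 µM PC-3 D3A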
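System: Procaspase-3 D3A mutant. Medium: Zinc-free 300 mM NaCl, 50 mM HEPES, 0.01% Triton X-100. Schedule: 1 h preincubation plus 2 h reaction at 25 °C. Measured by: 405 nm absorbance of p-nitroaniline, reads at 0 and 120 min. Read-out: percent activation relative to control range.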
LAP4 TOR yeast = alters LAP4-GFP fluorescence in TOR pathway yeast screen; S. cerevisiae LAP4-GFP multiplex, flow cytometry GFP, 3 h; median GFP as percent of DMSO wells; GFP response vs DMSO, % at 10 µM; actives 0.34% (n = 320,000);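 active = GFP response vs DMSO above a set limit, about the screen mean plus 3 SD, cut at about 150% in these data; inconclusive = under 70 cell events counted for the yeast strain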
AHR act = activators of human aryl hydrocarbon receptor; AHR-responsive luciferase reporter cells, luminescence; activation, % at 5 µM; actives 2.5% (n = 320,000); AID 2796; in the data active = activation above about 47%;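 note: 0% = vehicle wells and 100% = reference agonist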
RPL19A TOR yeast = alters RPL19A-GFP fluorescence in TOR pathway yeast screen; S. cerevisiae RPL19A-GFP strain, flow cytometry, 3 h; stronger effect = lower value; percent response vs DMSO, % at 10 µM; actives 0.3% (n = 330,000); AID 2025;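 active = percent response vs DMSO below 50%; inconclusive = fewer than 70 events counted for the yeast strain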;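 note: median channel GFP fluorescence of the barcoded RPL19A-GFP strain; ratio of sample median GFP to plate DMSO average so 100% = DMSO; lower means less RPL19A-GFP as with rapamycin TOR inhibition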
MEP2 TOR yeast = modulators of TOR pathway MEP2-GFP in S. cerevisiae. AID 2016. actives 0.51% (n = 330,000). S. cerevisiae MEP2-GFP strain, flow cytometry GFP, 3 h; 100% = DMSO control level. GFP response vs DMSO, % at 10 µM;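 active = GFP response versus DMSO above a set limit, roughly screen mean plus 3 SD, cut at about 180% in these data; inconclusive = fewer than 70 cells counted for a yeast strain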;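 note: median GFP fluorescence of the barcode-gated MEP2-GFP cells per well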
EBNA-1 inhibitor = blocks EBNA-1 binding to DNA; EBNA-1 DNA binding, fluorescence polarization; inhibition, % at 14.8 µM; actives 0.34% (n = 300,000); AID 1950; in the data active = inhibition above about 28%
ZTA counter = ZTA (EBV) inhibition in EBNA-1 counter-screen. P03206. ZTA-DNA binding, fluorescence polarization. inhibition, % at 11 µM. actives 0.15% (n = 320,000). AID 2234; in the data active = inhibition above about 33%
proCasp7 act = counter-screen for procaspase-3 activators: activators of human procaspase-7. P55210. recombinant procaspase-7, Ac-DEVD-pNA absorbance 405 nm; D23A/D198A/D206A triple mutant, cannot self-cleave; scale: DMSO 0, 5 µM enzyme 100. activation, % at 8.5 µM. actives 0.093% (n = 330,000). AID 463210;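 active = percent activation above the screen-wide mean plus 3 SD, cut at about 25% in these data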
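System: Uncleavable procaspase-7 mutant enzyme; Amount: 2 µM procaspase-7 mutant as dispensed; Schedule: 1 h compound preincubation, 2 h substrate cleavage, 25 °C; Measured by: 405 nm absorbance of p-nitroaniline; Evaluation: percent activation from buffer-corrected 0–120 min absorbance change; Control set: low DMSO alone, high DMSO plus 5 µM PC-7.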
Numbers without * were called inactive; u = inconclusive; x = no result given; & = joins results of further samples; [ ] = another dose, or the depositor's remark.

SMILES	procasp3 activ	LAP4 TOR yeast	AHR act	RPL19A TOR yeast	MEP2 TOR yeast	EBNA-1 inhibitor	ZTA counter	proCasp7 act
COc1cc(CNn2cn[nH]c2=S)ccc1OCC(=O)NC(C)(C)C	-11	102	3	102	104	-2	2	-10
COc1ccc(NC(=O)CCC(=O)Nc2nnc(C(C)C)s2)cc1Cl	12	91	33	100	100	-14	3	6
Cc1ccc(-c2nnc(SCC(=O)Nc3ccc(S(=O)(=O)N4CCCCCC4)cc3)o2)cc1	3	103	-1	98	100	-2	9	10
COc1ccc(OCCSc2nnnn2C2CCCCC2)cc1	-1	106	11	102	101	1	3	-6
CC1CCN(C(=O)c2cc(-c3ccc4c(c3)OCO4)on2)CC1	5	95	-4	97	95	-2	2	-2
COc1ccsc1C(=O)N1CCN(Cc2ccc3c(c2)OCO3)CC1	0	102	-1	101	104	-7	3	1
COC(=O)Cn1nnc(-c2cccc(OC)c2)n1	3	117	0	102	109	-8	-7	-3
O=c1c(C=NCc2ccccc2)c(NCc2ccccc2)nc2ccccn12	-1	105	6	95	97	4	7	1
O=c1c2cc(Br)ccc2[nH]c(=S)n1Cc1ccccc1	-3	97	4	100	111	2	7	1
Cc1ccc2nc(SCC(=O)Nc3ncccn3)[nH]c2c1	7	102	32	100	99	3	9	2
CS(=O)(=O)c1ccccc1-c1nc(-c2ccc(C(F)(F)F)cc2)no1	-4	99	-7	96	100	1	20	1
Cc1c(C)n2c(SCC(=O)N3CCCC3)nnc2[nH]c1=O	-7	116	2	97	97	-2	8	7
CCc1cccc(NC(=O)CN(C)S(=O)(=O)c2cnc[nH]2)c1	5	113	5	96	100	-8	16	-2
O=C(COCc1cc(-c2ccc3c(c2)OCO3)on1)N1CCN(c2cccc(Cl)c2)CC1	0	98	6	100	102	-1	6	9
CCCCC(CC(O)COCC(C)C)C(=O)NNC(=S)Nc1ccccc1 (stereo unspecified)	-6	99	11	101	101	-2	-11	-4
COc1ccc(Br)cc1S(=O)(=O)N(CC(=O)N1CCN(C)CC1)c1ccccc1	8	91	-1	102	101	-1	-2	0
Cc1ccccc1C(=O)Nc1ccccc1C(=O)N/N=C\c1ccco1	4	94	7	95	98	-3	-8	-1
CCOC(=O)Cc1c(C)c2c(C)nn(-c3ccccc3)c2oc1=O	9	105	1	103	107	8	16	16
CCCNC(=O)c1cc2c3ccccc3n(C)c2s1	-6	114	52*	98	99	7	4	-8
Cc1cccc2cc(CN(Cc3ccccc3)C(=O)N(C)C)c(=O)[nH]c12	14	96	9	103	101	7	0	10
C=CCOc1c(Cl)cc(CNc2ccc3[nH]c(=O)[nH]c3c2)cc1OC	7	100	13	107	104	-3	6	-7
CCCCC(Sc1nc(N)c(NC(=O)c2ccc(OC)cc2)c(=O)[nH]1)C(=O)O (stereo unspecified)	3	92	1	106	105	8	0	6
CC1CC2(NC(=O)NC2=O)C(C)CN1C (stereo unspecified)	2	90	1	87	92	-1	0	4
CC1(C(=O)N(CC(=O)NC2CCCC2)Cc2ccc(Cl)cc2)CC(=O)N=C2C=CC=CN21 (stereo unspecified)	-4	93	2	102	98	-10	-6	10
COc1ccc(CCNC(=O)CSc2nnc3c(n2)[nH]c2ccc(F)cc23)cc1OC	-2	97	-2	104	103	-5	6	11
Cc1ccc(-n2c(C)c([N+](=O)[O-])c3ccc(O)cc32)cc1	3	109	3	97	99	8	8	3
CCn1c(SCC(=O)N2CCc3ccccc3C2)nc2sc(C)c(C)c2c1=O	2	110	1	115	118	7	-7	6
CC(=O)Nc1ccc(S(=O)(=O)NNC(=O)COc2cc(C)ccc2C(C)C)cc1	-13	98	2	99	98	-13	5	-3
Cc1ccc(S(=O)(=O)N2CCCCC2C(=O)N(C)c2ccccc2)cc1 (stereo unspecified)	-3	103	0	97	106	-6	-3	-5
COC(=O)C1=C(C(=O)OC)[C@@H]2N(C)c3ccc(OC)cc3[C@@]23C[C@@H](C(=O)OC)N(C(=O)c2ccc(Br)cc2)C3=N1	-12	98	3	95	97	-3	-17	-20
C/C(=N/NS(=O)(=O)c1ccc(Cl)cc1)c1cccc(NC(=O)c2ccncc2)c1	-6	106	17	109	100	2	-9	-7
COCCCN(C(=O)CSCC(=O)Nc1cccc(C)c1)c1c(N)n(Cc2ccccc2)c(=O)[nH]c1=O	-1	110	0	100	107	3	18	-4
CSc1nnc(-c2cccn(Cc3cccc(Cl)c3)c2=O)o1	2	89	-1	98	98	-9	7	1
OCCN(C=NC1=NN(c2cccc(C(F)(F)F)c2)CC1)CCO	-10	99	8	96	98	14	-3	-11
Cc1nc2c(-c3ccccc3)c(C)nn2c(C)c1CCC(=O)O	-4	109	-1	104	100	-9	9	2
COC(=O)N/N=C/c1c[nH]c2ccccc12	-3	98	7	96	91	-1	-1	1
CCC(C)C(NC(=O)c1ccccc1NC(=O)c1ccco1)C(=O)NC1CCCCC1 (stereo unspecified)	0	95	0	95	104	1	3	10
CCOc1ccc(OCC(=O)N(C)c2c(N)n(Cc3ccccc3)c(=O)[nH]c2=O)cc1	1	u	8	43*[may fluoresce violet]	119[may fluoresce violet]	-4	-7	-6
COCCCNC(=O)CN(Cc1ccccc1)S(=O)(=O)c1ccccc1	4	92	-1	105	100	2	14	-1
CC(NC(=O)C1C(=O)N(CCO)C2(C)CC1c1ccccc1O2)c1ccccc1 (stereo unspecified)	5	103	4	97	96	-13	-6	5
Cc1nn(CCC(=O)NNC(=S)Nc2cccc(Cl)c2)c(C)c1[N+](=O)[O-]	-5	101	1	101	98	4	12	-11
COc1cc(C(=O)NNC(=O)COc2ccccc2Cl)ccc1OCC(=O)N1CCOCC1	8	99	-1	95	99	x	0	-6
Cc1nc(N2CCCCCC2)c2ccccc2n1	10	101	1	106	115	5	4	3
CC1=C(C(=O)Nc2ccccc2)C2(CCCCC2)C(C(N)=O)C(=S)N1 (stereo unspecified)	7	88	0	102	109	9	0	-2
CCOC(=O)C1=C(C)N=C2SC(C(=O)OC)=CC(=O)N2C1c1cc(OC)c(OC)c(OC)c1 (stereo unspecified)	-3	99	1	106	111	-4	-5	0
Cn1c(SCC(=O)NC2CCS(=O)(=O)C2)nnc1-c1ccco1 (stereo unspecified)	0	97	0	92	97	x	-5	-7
COc1cc(N)c(Cl)cc1C(=O)OCC(=O)N1CCCCCC1	0	104	3	100	99	x	-21	-2
CCN(CC)C(=O)Cc1c(O)c2ccccc2[nH]c1=O	-14	110	10	100	101	-16	-13	-26
C#CCNC(=O)C1=C[C@H](C)C[C@H](OCc2ccc(CO)cc2)O1	1	107	-2	93	99	8	-3	-2
COc1ccc(-n2cnnc2SCc2csc(-c3ccccc3)n2)cc1	1	104	3	100	114	2	-7	6
COc1ccc(NS(=O)(=O)c2cc(NC(=O)/C=C/c3ccccc3OC)ccc2N2CCCCC2)cc1	3	100	4	100	100	2	5	-2
O=C(Nc1ccccc1C(=O)O)c1ccc2ccccc2n1	9	99	93*	98	103	9	14	8
COc1ccc(CCNc2nc(-c3cccc(NC(C)=O)c3)cs2)cc1OC	3	101	59*	104	112	-7	-4	1
COc1ccc(OC)c(NC(=O)CN2C(=O)NC3(CCOc4ccccc43)C2=O)c1 (stereo unspecified)	-3	104	13	96	99	3	12	4
CCOC(=O)c1ccc(COC(=O)CNS(=O)(=O)c2ccccc2)cc1	1	95	2	98	100	5	-9	12
Cc1ccccc1CSc1nnc(-c2cnccn2)n1C	1	104	-3	94	101	0	8	13
COc1ccc(C(=O)Nc2ccccc2N2CCN(C(=O)c3ccccc3)CC2)cc1Br	3	94	13	102	100	-3	-8	5
O=C(N/N=C/C=C\c1ccco1)c1cccs1	3	98	1	97	103	1	-4	3
COc1ccc(CNC(=O)c2c(N)n(CCCN3CCOCC3)c3nc4ccccc4nc23)cc1	1	87	-4	96	102	2	22	-1
COC(=O)CNc1c(-c2ccccn2)nc2ccc(Br)cn12	-6	99	62*	103	101	3	-16	8

Sorted by molar mass (largest number first): some entries from above.
SMILES	procasp3 activ	LAP4 TOR yeast	AHR act	RPL19A TOR yeast	MEP2 TOR yeast	EBNA-1 inhibitor	ZTA counter	proCasp7 act
COc1ccc(CCNc2nc(-c3cccc(NC(C)=O)c3)cs2)cc1OC	3	101	59*	104	112	-7	-4	1
COC(=O)CNc1c(-c2ccccn2)nc2ccc(Br)cn12	-6	99	62*	103	101	3	-16	8
O=C(Nc1ccccc1C(=O)O)c1ccc2ccccc2n1	9	99	93*	98	103	9	14	8

Next part
SMILES	procasp3 activ	LAP4 TOR yeast	AHR act	RPL19A TOR yeast	MEP2 TOR yeast	EBNA-1 inhibitor	ZTA counter	proCasp7 act
CC(=O)C1=C(O)C(=O)N(Cc2cccnc2)C1c1ccc(Cl)cc1 (stereo unspecified)	-7	97	-1	97	106	6	0	5
O=C1N=c2ccccc2=C1c1sc(=S)n(Cc2ccccc2Cl)c1O	-6	107	8	97	98	2	-5	-1
O=C(NC(=S)Nc1cccc2[nH]ncc12)c1ccccc1	-9	96	20	98	98	5	8	-15
Cc1ccc(C)c(S(=O)(=O)N2CC(=O)N(CCc3ccccc3)C(=O)C2)c1	-9	81	24	105	93	-3	5	-8
OC1CCC(Nc2ncnc3sccc23)CC1 (stereo unspecified)	-1	95	0	102	106	1	0	6
CCC(O)c1c(-c2ccccc2)nn(C)c1Cl (stereo unspecified)	1	96	2	94	103	-3	-13	-8
COC(C(=O)Nc1ccc(S(=O)(=O)Nc2cccc3ccccc23)cc1)c1ccccc1 (stereo unspecified)	4	90	-1	98	95	2	11	8
CCC(C(=O)NC1CCCCC1)N(Cc1cccs1)C(=O)CCC(=O)Nc1cc(C)on1 (stereo unspecified)	6	99	2	103	105	1	-11	0
Nc1ccc(Oc2ccc([N+](=O)[O-])cc2[N+](=O)[O-])cc1	-2	109	1	96	99	0	1	10
COc1ccccc1CNC(=O)C(=O)NCC1CCCO1 (stereo unspecified)	-1	95	7	101	99	-10	-12	4
Cc1ccccc1CN1[C@@H]2c3ccccc3C[C@@H]2OCCS1(=O)=O	-6	136	-1	93	89	-4	-16	0
CCCc1nnc(NC(=O)CCC(=O)N2CCN(C3CCCC3)CC2)s1	10	91	-1	98	96	-4	-10	5
O=C(NCc1nc2ccccc2[nH]1)c1ccc(Cl)c(S(=O)(=O)N2CCCC2)c1	0	90	2	83	88	0	6	15
CC(C)NC(=O)COc1coc(CN2CCN(c3ccccc3F)CC2)cc1=O	-5	103	3	104	103	-11	3	1
COCCn1c(=S)[nH]c2cc(C(=O)N3CCC(C(N)=O)(N4CCCCC4)CC3)ccc2c1=O	0	101	1	100	104	9	-1	0
CCCSC(=O)N(CC)CC(=O)Nc1c(CC)cccc1CC	-4	100	0	97	106	3	-2	12
CC1(C)OC(C)(C)/C(=C\c2ccc(OCC(N)=O)cc2)C1=O	1	111	0	107	112	x	7	-10
O=C(NC1CCCCC1)NC1(C(=O)NCCCN2CCOCC2)CCCCC1	3	90	0	98	111	6	-10	1
O=C(O)c1ccc(N(Cc2ccccc2)S(=O)(=O)c2ccccc2)cc1	10&10	108&95	2&3	97&101	95&107	-13&-12	1&-6	4&-3
COc1ccc(C(=O)Nc2cc(OCc3ccccc3)c(Cl)cc2Cl)cc1	1	89[may fluoresce violet]	28	x	84[may fluoresce violet]	5	7	-6
CCOc1ccc(NC(=O)CCCN2C(=S)NC(C)(C)CC2C)cc1 (stereo unspecified)	-1	103	2	104	103	3	6	5

Assay outcomes (PubChem)
